# Assay outcomes: PubChem BioAssay, several laboratories
# NOD1 inhibition: inhibition of NOD1-driven NF-kB reporter – cell-based, luminescence, uHTS, primary screen (AID 1578); NOD1-driven NF-kB luciferase reporter cells, luminescence; higher % means a stronger effect; inhibition, % at 4 µM; hits with a dose series show EC50 in µM; actives 1% (n = 290,000); in the data active means inhibition mostly above about 36%, no sharp cut-off; inactive means mostly below about 34%;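 further: HEK-293T reporter cells stimulated with the NOD1 agonist gamma-tri-DAP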
# KOR beta-arrestin-1: kappa opioid receptor activators – cell-based, luminescence, uHTS, primary screen (AID 1777). KOR beta-arrestin recruitment, luminescence; higher % means a stronger effect. activation, % at 10 µM; hits with a dose series show EC50 in µM. actives 0.02% (n = 280,000); in the data active means activation above about 50%, passing the limit was not always enough; further: a part of the inactive calls stands beside numbers as strong as those of hits
# GPR35 antagonists: inhibition of zaprinast-stimulated GPR35 beta-arrestin translocation – imaging, U2OS, beta-arrestin-GFP, zaprinast agonist, primary screen (AID 2058); actives 0.052% (n = 290,000); inhibition, % at 10 µM, or IC50 in µM where a hit was titrated; U2OS GPR35 beta-arrestin-GFP translocation imaging, zaprinast antagonism; higher % means a stronger effect;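 active means inhibition of at least 50% with at least 30 cells and total cytoplasm GFP at most 10,000,000; inconclusive means under 30 cells or total GFP of 10,000,000 plus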
# NOD2 inhibition: inhibition of NOD2-driven NF-kB reporter – cell-based, luminescence, uHTS, HEK293 (AID 1566). inhibition, % at 4 µM; hits with a dose series show EC50 in µM. HEK293 NOD2/NF-kB luciferase reporter, luminescence; higher % means a stronger effect. actives 0.63% (n = 290,000); further: many of its hits are not listed in these tables
# GPR55 activation: GPR55 agonists via beta-arrestin recruitment, primary screen, imaging, U2OS cells, beta-arrestin-GFP redistribution (AID 1961). one-dose activation, % at 10 µM; EC50 in µM for titrated hits. actives 0.048% (n = 290,000). U2OS GPR55 beta-arrestin-GFP redistribution imaging; higher % means a stronger effect;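 active means activation above 40% with more than 50 cells counted in the well; inconclusive means wells holding fewer than 50 cells, flagged as toxic or sparse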;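 further: U2OS osteosarcoma cells stably expressing GPR55 and beta-arrestin-GFP; plate controls were DMSO negative control for no effect and LPI positive control for full effect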
# HIV fusion peptide: cell-free HIV fusion peptide-binding blockers – biochemical, uHTS, fluorescence dequenching, primary screen (AID 1986). cell-free peptide binding, fluorescence dequenching, 30 min; higher % means a stronger effect. inhibition, % at 20 µM, or IC50 in µM where a hit was titrated. actives 0.3% (n = 290,000); in the data active means inhibition mostly above about 52%, no sharp cut-off; inactive means mostly below about 76%; further: some results filed as inactive read as strong as hits
# Myeloid diff 2: myeloid differentiation induction. actives 1% (n = 360,000). ER-HoxA9 myeloid progenitors, lysozyme-GFP differentiation, flow cytometry. calls only at 10 µM;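 active means normalized GFP-positive differentiation at or above the plate's own cutoff, the solvent-only control mean plus 3 SD; inconclusive means no clear call, values can overlap the other calls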;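 further: cells exposed to compound for four days before flow analysis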
# GPR55 antagonists: inhibition of LPI-stimulated GPR55 beta-arrestin translocation – imaging, U2OS, beta-arrestin-GFP, LPI agonist, primary screen (AID 2013) | U2OS GPR55 beta-arrestin-GFP translocation imaging, LPI antagonism; higher % means a stronger effect | one-dose inhibition, % at 10 µM; IC50 in µM for titrated hits | actives 0.13% (n = 290,000);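 active means spots per cell inhibited over 60%, with over 100 cells counted and total cytoplasm intensity under 500,000; inconclusive means wells with under 100 cells, flagged as likely toxic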;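 further: U2OS cells stably carrying GPR55 and arrestin-GFP stimulated by 5 µM LPI near EC80; imaged beta-arrestin-GFP aggregate spots per cell after agonist stimulation; plate controls were LPI-stimulated DMSO wells for no effect and DMSO wells without LPI for full effect; some results filed as inactive read as strong as hits; confirmed hits need IC50 under 10 µM and bright autofluorescent wells are also inconclusive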
# KOR beta-arrestin-2: kappa opioid receptor blockers – cell-based, luminescence, uHTS (AID 1778). KOR beta-arrestin recruitment, luminescence, antagonist mode; higher % means a stronger effect. one-dose inhibition, % at 10 µM; IC50 in µM for titrated hits. actives 0.091% (n = 290,000); further: strong numbers were not always called active
# Myeloid diff 2 GFP+ MAC1+ %: second read-out of Myeloid diff 2, no call of its own (marks repeat the call); GFP+ MAC1+ double positive, %; measured here: differentiation confirmed by MAC1 staining
# An asterisk follows results filed as active; i = inactive; u = inconclusive; x = no result given; [ ] = another dose, or the depositor's remark. Unless noted, no stated cut-off is given here; in the data, active means inhibition above about 50%; inactive means the rest.
SMILES,NOD1 inhibition,KOR beta-arrestin-1,GPR35 antagonists,NOD2 inhibition,GPR55 activation,HIV fusion peptide,Myeloid diff 2,Myeloid diff 2 GFP+ MAC1+ %,GPR55 antagonists,KOR beta-arrestin-2
N#CC(C(=O)NC1CC1)c1nc2ccccc2nc1N1CCN(C/C=C/c2ccccc2)CC1 (stereo unspecified),-24.0%,2.0%,-5.0%,-7.3%,-0.1%,2.2%,i,0.4,3.5%,-5.1%
COC(=O)C1=C(C)N=C2SCCC(=O)N2C1c1cc(Br)ccc1OC (stereo unspecified),-16.0%,1.5%,-10.8%,-11.1%,0.0%,-1.4%,i,0.8,30.4%,35.7%
CCCn1c(/N=C/c2cc(OC)ccc2O)nc2ccccc21,6.2%,-1.2%,4.0%,-6.2%,-0.2%,-2.6%,i,1.0,12.1%,10.2%
CC(=O)Nc1nnc(SCC(=O)N2CCc3ccccc32)s1,0.9%,0.1%,21.2%,-2.1%,-0.1%,0.1%,i,0.3,-6.0%,-6.2%
Cc1[nH]c(=O)[nH]c(=O)c1S(=O)(=O)Nc1ccc(Cl)c([N+](=O)[O-])c1,2.2%,-4.4%,-9.6%,4.4%,0.0%,-1.2%,i,0.3,-7.0%,-0.7%
Cc1cc(C)n2nc(S(=O)(=O)Nc3c(Cl)cccc3Cl)nc2n1,-42.0%,1.2%,-8.8%,-5.6%,0.2%,0.8%,i,0.3,-2.4%,-7.3%
COCc1c(C(=O)N/N=C(/C)c2ccc(OCc3ccccc3)cc2)nnn1-c1nonc1N,-34.1%,-0.4%,-8.0%,-20.7%,0.1%,-0.4%,i,2.9,3.1%,-46.0%
Cc1c(CCC(=O)NCCC(=O)O)c(=O)oc2cc3occ(-c4ccccc4)c3cc12,-7.4%,-3.5%,-8.7%,25.4%,-0.1%,5.6%,x,x,2.0%,2.6%
Cc1ccc(C(=O)c2cn[nH]c2-c2cc(Cl)ccc2O)cc1,x,4.9%,-12.3%,26.7%,-0.3%,-1.9%,i,1.0,-19.1%,-45.2%
CCCOC1CCCN(C(=O)CCCn2nnnc2CN2CCOCC2)C1 (stereo unspecified),10.3%,-0.8%,10.2%,23.6%,-0.1%,0.8%,i,0.6,1.3%,-9.3%
CC(C)[C@H](NC(=O)Nc1ccccc1F)C(=O)O,9.2%,-8.6%,1.7%,6.7%,-0.1%,0.0%,i,0.8,17.3%,-5.1%
CC1C(c2ccccc2)C(C#N)(C#N)C2(C#N)C(=O)NC1(N)C2C (stereo unspecified),-10.8%,-6.0%,3.8%,5.9%,-0.1%,-0.1%,i,2.3,-6.6%,3.9%
CN1C=CC=C/C1=C1\SC(=S)N(N)C1=O,-40.2%,-3.1%,-3.9%,14.2%,-0.2%,-0.8%,i,0.4,-5.3%,7.6%
Cc1ccc2nc(C)c(C(=O)N/N=C/c3cccs3)cc2c1,-27.3%,2.8%,-15.9%,-53.0%,0.2%,-1.0%,i,0.0,-18.7%,-5.6%
COc1cccc(C(=O)Nc2ccc(C)cc2)c1,-48.0%,-0.6%,-1.9%,-111.6%,-0.1%,2.1%,i,7.1,-5.7%,-30.3%
COc1cccc(N2CCN(C(=O)CSc3ccc(F)cc3)CC2)c1,-20.1%,-3.3%,-10.6%,-6.2%,-0.4%,-1.1%,i,0.1,8.5%,-5.4%
Cc1cc(C(=O)OCC(=O)c2cccc([N+](=O)[O-])c2)c2cccc(C)c2n1,5.7%,1.4%,-8.1%,-0.3%,0.3%,6.4%,i,0.5,-7.6%,-19.1%
CCCCCCc1c(C)c2ccc(OCC(=O)N[C@@H](Cc3ccccc3)C(=O)O)cc2oc1=O,-33.9%,-1.1%,-0.2%,4.4%,-0.2%,22.8µM*,i,4.2,-1.4%,-16.3%[20 µM]
NC(=O)NCc1ccc(Cl)cc1,13.2%,0.5%,3.4%,18.4%,-0.1%,0.9%,i,11.8,5.7%,-19.4%
CCOCCCNC(=O)C(NC(=O)C1CCC(=O)N1)c1ccc(C)cc1 (stereo unspecified),-24.2%,2.8%,4.8%,-3.8%,-0.1%,1.2%,i,0.5,19.5%,-5.4%
COc1ncnc(OC)c1NC(=O)c1ccc(F)cc1,32.5%,2.9%,-7.6%,4.6%,1.2%,4.6%,i,0.6,-0.3%,-14.4%
CCC(C)NS(=O)(=O)c1ccc(S(=O)(=O)Nc2cc3c(cc2C(C)=O)OCO3)cc1 (stereo unspecified),-10.4%,-0.5%,15.0%,-7.7%,-0.6%,-0.5%,i,7.6,-6.5%,-31.1%
COc1ccc(CCNC(=O)Cn2c(=O)n(Cc3ccco3)c(=O)c3ccc(Cl)cc32)cc1OC,-37.0%,0.5%,-3.5%,-13.0%,-0.1%,2.5%,i,1.3,6.6%,-23.3%
CCc1ncc(CN2CCCCC2C(=O)Nc2ccc(Oc3ccccc3)nc2)cn1 (stereo unspecified),-40.4%,-2.4%,10.8%,2.1%,0.4%,1.1%,i,0.6,2.9%,11.4%
Cn1nc(C(=O)N2CCN(c3ccc(F)cc3)CC2)c2c1-c1ccccc1S(=O)(=O)C2,-20.3%,-1.9%,-10.8%,16.0%,-0.2%,2.1%,i,1.6,14.6%,-7.1%
N#CC(C#N)=C1NC2(CCCCC2)Cc2ccccc21,-3.9%,-0.1%,3.8%,21.9%,-0.1%,1.0%,i,0.3,7.8%,33.2%
O=C(NCCc1cccnc1)c1cc(COc2ccc(F)cc2F)on1,-18.4%,3.2%,-2.8%,3.9%,-0.1%,-0.2%,i,0.0,-4.9%,-44.2%
C[N+]1(C)CC2([N+](=O)[O-])CC=C(Oc3ccccc3)C([N+](=O)[O-])(C2)C1 (stereo unspecified),-19.3%,-3.6%,-10.9%,9.3%,-0.3%,-2.1%,i,0.5,4.8%,23.4%
O=C(Nc1nnc(CCN2CCCCC2)s1)c1ccccc1,-16.8%,-0.7%,-4.8%,1.6%,-0.5%,0.2%,i,0.2,-0.1%,-14.9%
CC1CCCC(C)N1C(=O)Cn1c(SCC(=O)Nc2ccc3c(c2)OCO3)nc2ccccc21 (stereo unspecified),2.8%,x,-9.2%,-11.2%,-0.1%,0.2%,i,2.2,-7.9%,x
NNC(=O)c1cccc(COCC(F)(F)C(F)F)c1,1.8%,4.4%,5.9%,1.4%,-0.2%,-1.3%,i,0.9,-5.6%,2.2%
Cc1cccc2cc(CN(Cc3ccco3)C(=O)N3CCCC3)c(=O)[nH]c12,2.3%,-2.9%,11.1%,15.6%,-0.1%,-0.8%,x,x,11.3%,24.0%
CCOc1ccc(C2/C(=C(\O)c3ccc4c(c3)OCCO4)C(=O)C(=O)N2CCCN2CCOCC2)cc1OC (stereo unspecified),-10.2%,8.1%,-4.4%,6.1%,-0.2%,-2.6%,i,0.6,-8.1%,1.5%
Cc1ccc(C(=O)Cn2nc(C(=O)O)c3ccccc3c2=O)cc1C,1.0%,x,0.2%,5.2%,0.3%,-1.1%,i,0.0,10.4%,-12.7%
O=C(CCN1C(=O)c2ccccc2C1=O)Nc1sc2c(c1C(=O)NCc1ccco1)CCCC2,-9.6%,20.2%,-3.1%,-0.7%,-0.1%,-0.3%,i,1.6,-20.3%,-9.7%
Cc1cccc(N2C(=S)NC3c4cc(Cl)ccc4OC2(C)C3C(=O)N(C)C)c1 (stereo unspecified),-18.6%,-7.9%,-6.7%,-2.1%,-0.6%,-3.2%,i,1.1,7.0%,-7.9%
C=CCn1c(=S)[nH]c2nc3c(cc2c1=O)CCCC3,-11.1%,3.6%,3.4%,-21.9%,0.4%,-2.0%,i,5.1,-0.6%,4.5%
O=C(COc1ccccc1/C=C1/NC(=O)NC1=O)Nc1ccccc1,-17.6%,-0.4%,-0.9%,15.8%,-0.1%,-0.8%,i,0.5,4.9%,8.2%
Cc1ccc(/C=C/C(=O)Nc2ccc(S(N)(=O)=O)cc2)o1,-18.7%,-0.4%,-12.8%,20.3%,-0.2%,2.1%,i,0.4,10.4%,2.4%[20 µM]
COc1ccc(-c2[nH]ncc2CN2CCSCC2)c(OC)c1,-21.1%,-5.4%,3.6%,11.4%,-0.2%,0.9%,i,0.3,15.1%,-5.0%
O=C(CN(C(=O)CSc1nc2ccccc2o1)c1cccc(F)c1)NC1CCCCC1,12.6%,3.0%,13.3%,8.6%,-0.1%,-3.4%,i,1.6,-13.0%,-10.5%
CCOC(=O)C1CCN(C(=O)C2CCCN(c3ncnc4c3nc3n4CCCCC3)C2)CC1 (stereo unspecified),-14.6%,-2.3%,-10.1%,20.6%,-0.2%,-1.7%,u,x,3.7%,7.6%
CCn1cc(-c2cc(C(F)(F)F)n3nc(C(=O)O)cc3n2)c(C)n1,5.0%,-1.6%,6.9%,14.2%,0.2%,-2.4%,i,0.6,25.7%,18.8%
C=CCN(C(C)=O)C1CC(=O)N(c2ccc(OCCC)cc2)C1=O (stereo unspecified),-9.7%,0.4%,4.2%,7.4%,-0.1%,0.0%,i,0.7,4.0%,-6.0%
O=c1[nH]c(=O)c2nnc(N/N=C\c3ccc(O)cc3)nc2[nH]1,-7.2%,-5.9%,-11.2%,14.5%,-0.4%,2.2%,i,0.2,6.2%,10.0%
COc1ccc2nc(NC(=O)C3CCCN(S(=O)(=O)c4c(C)noc4C)C3)sc2c1 (stereo unspecified),-16.4%,-4.4%,-1.8%,-3.6%,0.2%,-0.1%,i,2.4,-6.9%,-13.9%
CCCNC(=O)COc1coc(CN2CCN(c3ccccc3)CC2)cc1=O,-3.2%,0.9%,7.1%,2.4%,-0.1%,0.5%,i,1.6,2.1%,7.0%
CC(C)c1cc(N2CCN(C(=O)c3ccco3)CC2)n2c(nc3ccccc32)c1C#N,-9.2%,-0.3%,0.0%,21.6%,-0.1%,-1.4%,i,2.4,2.1%,13.9%
COC(=O)C1=C(O)/C(=C\c2ccc(OCC(=O)Nc3ccc(OC)cc3)cc2)N=C1C,-13.2%,4.5%,-0.8%,-1.3%,-0.1%,1.2%,i,1.8,3.3%,0.6%
CN(c1ccccc1)S(=O)(=O)c1cc(C(=O)OCC(=O)N2CCN(C(=O)c3ccco3)CC2)ccc1Cl,-19.3%,-2.7%,-6.7%,6.9%,-0.7%,-2.3%,u,x,4.6%,-3.9%
CCOCC(=O)Nc1ccc([N+](=O)[O-])cc1Cl,-43.3%,-7.6%,3.4%,-4.2%,-0.2%,3.2%,i,0.3,-7.8%,-12.5%
CCCNC(=O)Cn1nc(C)n2c(cc3cc(F)ccc32)c1=O,-3.8%,1.8%,2.2%,-2.1%,0.0%,-0.8%,i,0.4,-0.6%,-14.4%
OC1(c2cccs2)CN(c2ccccc2)C2=[N+]1CCCC2 (stereo unspecified),-6.7%,-4.9%,-19.5%,2.7%,-0.2%,0.6%,i,1.2,5.9%,6.3%

# An excerpt. The share of hits here may be higher or lower than overall.
